GAA glycogen = qHTS Assay for Inhibitors and Activators of Human alpha-Glucosidase Cleavage of Glycogen; AID 2100, 2009; Lysosomal alpha-glucosidase (Homo sapiens), P10253; Potency, µM (doses to about 76.4 µM), without a hit: at the top dose activity change, negative = inhibition, usual class: inhibitors; hit rate 0.38% among 300,000; recombinant GAA, glycogen substrate, Amplex Red glucose oxidase fluorescence;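 further: 0% = full enzyme reaction and -100% = no-enzyme basal signal; the screen sought inhibitors and activators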
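Recombinant enzyme (4 nM final) with compounds titrated up to 77 uM and bovine liver glycogen (30 ug) in citrate pH 5.0, 0.01% Tween-20, 37 C 40 min. Released glucose detected by Amplex Red/glucose oxidase (Ex 573/Em 610); AC50 from Hill fits.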
GAA inhib = qHTS Assay for Inhibitors of Human alpha-Glucosidase as a Potential Chaperone Treatment of Pompe Disease; Lysosomal alpha-glucosidase (Homo sapiens), P10253; purified human GAA, 4-MU-alpha-glucoside fluorescence; Potency, µM (top dose mostly 76.9 µM), for inactives: at the top dose activity change, negative = inhibition, hits mostly inhibitors; hit rate 0.005% among 200,000; AID 1466, 2008;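 further: plate controls were uninhibited enzyme wells for no effect and no-enzyme background for full effect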
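AC50 values come from Hill fits of compound titrations (up to 77 uM) against 4 nM human enzyme. Substrate 4-methylumbelliferyl-alpha-D-pyranoside at 400 uM, pH 5.0 citrate buffer, 20 min room temperature; fluorescence Ex 365/Em 440 after alkaline stop.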
Tau fluor counter = Counterscreen qHTS for Inhibitors of Tau Fibril Formation, Fluorescence Polarization; tau K18 P301L Alexa594 fluorescence, heparin fibrillization; Potency, µM (doses to about 57.7 µM), for inactives: at the top dose activity change, negative = decrease; hit rate 0.93% among 280,000; further: on the % scale 0 is the no-effect control and ±100 the full control effect; nearly all actives have a fitted effect of over 55% in size
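Human K18 P301L tau (15 uM unlabeled plus 0.24 uM Alexa 594-labeled, final) in 100 mM sodium acetate pH 7 was mixed with compound and 20 uM heparin and incubated 6 hr at 37 C.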
aGal spleen mod = qHTS Assay for Inhibitors and Activators of Human alpha-Galactosidase From Spleen Homogenate; human spleen homogenate, 4MU-alpha-Gal fluorescence, 40 min; hit rate 0.008% among 240,000; Alpha-galactosidase A (Homo sapiens), P06280; Potency, µM (top dose mostly 80 µM), for the others: top-dose activity change, negative = inhibition, usual class: inhibitors;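 further: 0% = enzyme with vehicle and -100% = no enzyme basal signal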
Target sequence (P06280 32-429 limits assumed): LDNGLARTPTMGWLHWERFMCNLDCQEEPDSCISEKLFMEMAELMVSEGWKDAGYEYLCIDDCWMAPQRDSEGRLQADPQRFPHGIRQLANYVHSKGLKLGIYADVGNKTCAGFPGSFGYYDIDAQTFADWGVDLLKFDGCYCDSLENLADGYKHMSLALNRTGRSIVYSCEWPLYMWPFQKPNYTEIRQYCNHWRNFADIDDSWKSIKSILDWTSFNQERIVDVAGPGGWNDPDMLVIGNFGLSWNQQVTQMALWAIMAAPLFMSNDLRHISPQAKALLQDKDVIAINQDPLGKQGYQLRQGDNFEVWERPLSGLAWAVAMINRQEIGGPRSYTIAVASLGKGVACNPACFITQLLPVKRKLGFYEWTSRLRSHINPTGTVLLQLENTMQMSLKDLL
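Human spleen homogenate (1 ug) as enzyme source, 4-methylumbelliferyl-alpha-D-galactopyranoside 1 mM final, citrate/phosphate pH 5.0 with 0.01% Tween-20. Compounds 40 min at 37C, NaOH/glycine stop; fluorescence Ex 365/Em 440, Hill-fit AC50.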
Tau ThT inhib = qHTS for Inhibitors of Tau Fibril Formation, Thioflavin T Binding | Potency, µM (titrated, usually from 57.4 µM), for the others: at the highest dose activity, negative = inhibition, most hits filed as inhibitors | recombinant tau K18 P301L, heparin-induced fibrillization, ThT fluorescence | hit rate 2.1% among 270,000 | AID 1460, 2008 | Microtubule-associated protein tau (Homo sapiens), P10636; further: on the % scale 0 is the no-effect control and ±100 the full control effect; nearly all actives have a fitted effect of over 55% in size
Target sequence (P10636 561-689 P618L limits assumed): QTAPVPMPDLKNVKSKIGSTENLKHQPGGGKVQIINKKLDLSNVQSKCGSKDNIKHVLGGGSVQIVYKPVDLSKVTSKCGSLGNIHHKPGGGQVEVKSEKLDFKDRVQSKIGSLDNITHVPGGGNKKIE
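Using a mix of unlabeled (15 uM) and Alexa 594-labeled (0.24 uM) tau K18 P301L, heparin-triggered fibrillization over 6 hr at 37 C was scored by ThT fluorescence.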
Tau FP inhib = qHTS for Inhibitors of Tau Fibril Formation, Fluorescence Polarization; Microtubule-associated protein tau (Homo sapiens), P10636; hit rate 0.39% among 280,000; AID 1468, 2008; K18 P301L tau heparin fibrillization, Alexa594 FP, 6 h; Potency, µM (titrated, usually from 57.7 µM), for inactives: top-dose activity, negative = inhibition, hits mostly inhibitors; further: on the % scale 0 is the no-effect control and ±100 the full control effect; nearly all actives have a fitted effect of over 55% in size
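Quantitative HTS format: compounds meet 15 uM recombinant K18 P301L tau and Alexa 594-tau tracer in 100 mM sodium acetate pH 7; 20 uM heparin triggers fibrillization at 37 C over 6 hr; FP gives the signal.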
HTT ATP protect = qHTS Multiplex Assay to Identify Dual Action Probes in a Cell Model of Huntington: Cytoprotection (ATP); Potency, µM (doses to about 56.4 µM), for inactives: cytoprotection (ATP increase), usual class: activators; PC12 HTT-Q103 induced, cytoprotection, ATP luminescence, 40 h; hit rate 0.14% among 230,000; AID 1471, 2008;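 further: % of control where 0% means no effect; nearly all actives have a fitted effect of over 45% in size; toxic huntingtin expression switched on by the ecdysone agonist tebufenozide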
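PC12 cells with ecdysone-inducible HTT exon 1 Q103-GFP, induced with 100 nM tebufenozide and co-treated with library compounds in a dose series (1536-well, 1500 cells/well). Cytoprotection read as ATP content by ATPlite luminescence.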
aGlu spleen mod = qHTS Assay for Inhibitors and Activators of Human alpha-Glucosidase From Spleen Homogenate. Lysosomal alpha-glucosidase (Homo sapiens), P10253. human spleen homogenate, 4-MU-alpha-glucoside fluorescence. Potency, µM (top dose mostly 79.9 µM), for inactives: at the highest dose activity change, negative = inhibition, most hits filed as inhibitors. hit rate 0.006% among 240,000. AID 2112, 2009;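 further: 0% = enzyme with vehicle and -100% = no enzyme basal signal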
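Human spleen homogenate (1 ug) incubated with compounds and 1 mM 4-methylumbelliferyl-alpha-D-glucopyranoside in pH 5.0 citrate/phosphate buffer, 37 C, 40 min. Stopped at pH 10; 4-MU fluorescence (Ex 365/Em 440 nm); AC50 by Hill fit.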
* marks the source's active call; other numbers are inactive results; ? = inconclusive; nt = no result given; & = joins results of further samples; [ ] = remark or other dose. The call rests on the fitted dose curve; in most records, active means well fitted curve in the direction sought with a large enough effect; inconclusive means small, poorly fitted or top-dose-only effect, or another doubt; inactive means no such curve, though single readings can be large; an effect the other way counts as inactive or inconclusive. Potency means the concentration at half of the fitted maximal effect.

SMILES	GAA glycogen	GAA inhib	Tau fluor counter	aGal spleen mod	Tau ThT inhib	Tau FP inhib	HTT ATP protect	aGlu spleen mod
COCCN(C(=O)c1ccccc1OC1CCN(S(C)(=O)=O)CC1)C(C)C	-5%	13%	-10%	6%	-10%	2%	17%[10 µM]	-3%
CC(C)(C)c1ccc(-c2noc(CCC(N)=O)n2)cc1	-13%	2%	0%	14%	2%	0%	-132%[inhibitor][0.074 µM]	8%
CCCOc1ccc(C(=O)CCC(=O)OCC(=O)N2CC(=O)Nc3ccccc32)cc1	3%	-5%	-14%	14%	-7%	0%	14%	-18%
Cc1ccc(CNC(=O)C2CCN(c3nn4cc(-c5ccc(F)cc5)nc4s3)CC2)cc1	2%[76.3 µM]	nt	2%	nt	-14%	-5%	nt	nt
O=C(O)COc1ccc(/C=N/NC(=O)Cc2ccc(Cl)cc2)cc1	0%	0%	-5%	-4%	-3%	1%	15%[10 µM]	6%
CCN1C(=O)N/C(=C/c2cc(C)n(Cc3ccccc3)c2C)C1=O	2%	0%	-7%	1%	-7%	5%	3%[10 µM]	0%
CCOC(=O)Cc1nnc(NC(=O)COc2ccc(C)cc2)s1	3%	0%	2%	0%	-7%	1%	-9%[0.074 µM]	-14%
COc1ccc2c(C)nc(Nc3nc(C)cc(C)n3)nc2c1	10%	-5%	-3%	-8%	-11%	-1%	-7%	-7%
O=C(NC(Nc1ncccn1)C(=O)c1ccccc1)c1ccccc1 (configuration not stated)	-1%	-1%	-4%	2%	6%	-3%	-1%	2%
COc1ccccc1NC(NC(=O)c1ccccn1)C(Cl)(Cl)Cl (configuration not stated)	6%	?	-6%	1%	-5%	10%	13%[10 µM]	-2%
O=C(CSc1ccc2nnc(-c3ccccn3)n2n1)Nc1nccs1	3%	-10%	2%	-4%	-1%	-3%	-12%	-2%
O=C(N1CCOCC1)n1cnc2ccccc21	6%	0%	0%	2%	5%	3%	-11%[10 µM]	1%

Taken from the results shown (three entries):
SMILES	GAA glycogen	GAA inhib	Tau fluor counter	aGal spleen mod	Tau ThT inhib	Tau FP inhib	HTT ATP protect	aGlu spleen mod
COc1ccccc1NC(NC(=O)c1ccccn1)C(Cl)(Cl)Cl (configuration not stated)	6%	?	-6%	1%	-5%	10%	13%[10 µM]	-2%
O=C(CSc1ccc2nnc(-c3ccccn3)n2n1)Nc1nccs1	3%	-10%	2%	-4%	-1%	-3%	-12%	-2%
O=C(N1CCOCC1)n1cnc2ccccc21	6%	0%	0%	2%	5%	3%	-11%[10 µM]	1%

Other compounds
SMILES	GAA glycogen	GAA inhib	Tau fluor counter	aGal spleen mod	Tau ThT inhib	Tau FP inhib	HTT ATP protect	aGlu spleen mod
COc1cccc(CN(C(=O)Cc2c[nH]c3ccccc23)C(C(=O)NC2CCCCC2)c2ccc(C)o2)c1 (configuration not stated)	1%	-8%	-27%	-12%	-11%	?	2%[10 µM]	-14%
Nc1c(C(=O)Nc2ccc(OC(F)(F)F)cc2)nnn1Cc1ccccc1	-17%[76.3 µM]	nt	-2%	nt	4%	-6%	nt	nt
Clc1ccc(-c2nc3sccn3c2/C=N/OCc2ccc(Cl)c(Cl)c2)cc1	nt	nt	-8%&-11%	-2%&-3%&18%	-3%&-6%	-18%&-18%	-9%&4%	5%&9%&-12%
Cc1cnc(N2C(=O)c3ccc([N+](=O)[O-])cc3C2=O)s1	-3%	-2%	5%	-4%	-1%	2%	nt	7%
COc1ccc(-c2cc(C(F)(F)F)nc(SCCC(=O)N3CCCC3)n2)cc1	5%	2%	-4%	6%	-16%	7%	15%[10 µM]	-3%
COc1ccc(Cl)cc1NC(=O)c1cnc2sccn2c1=O	5%	1%	-9%	-20%	-6%	-13%	-9%[10 µM]	-14%
Cc1ccc(NC(=O)CN(C)CC(=O)Nc2ccc(N3CCOCC3)cc2)cc1F	7%	?	8%	-7%	11%	-5%	6%[10 µM]	-1%
Cc1ccccc1NC(=O)c1ccc(S(=O)(=O)N(C)C)cc1	-16%	1%	0%	-3%	-7%	4%	-22%	-12%
N#Cc1ccsc1NC(=O)c1cccc([N+](=O)[O-])c1	11%	-1%	-24%	-5%	?	-6%	?	-5%
Cc1nn(-c2ccc(F)cc2)c(Cl)c1/C=C1\C(=O)Nc2ccccc21	0%	-5%	-26%	-5%	?	-13%	nt	-4%
CCC(=O)c1ccccc1OCCSc1nc(C)cc(=O)[nH]1	4%	-2%	13%	0%	0%	7%	5%	-8%
COc1ccc(C(=O)O)cc1S(=O)(=O)N(C)C	2%	-1%	-5%	4%	-4%	3%	-12%	-4%
CC(=O)NCCNc1nc2c(-c3ccc(C)cc3)nnn2c2ccccc12	-10%[76.3 µM]	nt	-14%	nt	-2%	-9%	nt	nt
O=C(COc1ccc(F)cc1)Nc1nnc(S(=O)(=O)N2CCCC2)s1	16%&14%[76.3 µM]	nt	-13%	nt	?	-4%	nt	nt
Cc1sc(N/N=C/c2cccnc2)nc1-c1ccccc1	?	-4%	?	-1%	?	-2%	2%	1%
COc1ccnc(-n2cccc2/C=N/O)c1C#N	-3%	-1%	-1%	6%	-6%	3%	-31%[inhibitor]	-3%
Cc1ccc(OCCCCn2nnc3sc4c(c3c2=O)CCC(C)C4)cc1 (configuration not stated)	-2%[76.3 µM]	nt	-9%	nt	-11%	2%	nt	nt
O=C(CCC(=O)Nc1ccccc1Cl)N/N=C/c1ccccc1	1%	2%	-7%	7%	-6%	-2%	nt	-7%
Cc1ccc(OCCCCN(C)Cc2ccccc2)c(Br)c1	2%	2%	5%	5%	-2%	9%	-19%[10 µM]	-4%
Cc1nn(C(=O)/C(C#N)=C/N(C)C)c(C)c1C	2%	3%	-6%	-2%	-2%	-14%	-27%	nt
Cc1ccc(NC(=O)c2ccc(=O)n(CC(=O)Nc3ccccc3)n2)cc1	-3%[76.3 µM]	nt	6%	nt	0%	3%	nt	nt
CC(C)(C)OC(=O)N/N=C\c1ccc(OC(=O)c2ccco2)cc1	-3%	5%	-20%	2%	?	-1%	-116%[inhibitor]	-7%
COC(=O)c1[nH]c2ccc(Cl)cc2c1NC(=O)c1ccccc1[N+](=O)[O-]	-5%	6%	-10%	5%	-1%	3%	1%[10 µM]	1%
Nc1nonc1NC(=O)NN=C1CCCCC1	-6%	3%	1%	-2%	-4%	-6%	-6%[10 µM]	-2%
CC(C)Oc1ccc(/C=N/NC(=O)c2ccc(N(Cc3ccccc3)S(C)(=O)=O)cc2)cc1	-7%	-13%	?	5%	-14%	?	21%[10 µM]	-8%
C/C(=N\NC(=O)COc1ccccc1[N+](=O)[O-])c1cccs1	-4%	-5%	-11%	9%	?	-1%	nt	5%
COc1ccc(NC(=O)c2cc(C)nc3ccccc23)cc1S(=O)(=O)Nc1ccccc1Cl	0%	6%	-27%	6%	3%	-13%	9%[10 µM]	2%
CCCNC(=O)COC(=O)c1ccc(S(=O)(=O)N2CCCCCC2)cc1	6%	-8%	2%	-4%	0%	0%	13%	-8%
CC(C)Cn1c(CN2CCCCC2C)nc2c1c(=O)n(C)c(=O)n2C (configuration not stated)	2%	-6%	-9%	7%	?	-2%	7%	2%
COc1ccc(OCC(=O)Nc2cccc(C(=O)Nc3ccccc3C(=O)O)c2)cc1	11%	-1%	-13%	-2%	?	1%	nt	-4%
CCc1c(C)nc(SCC(=O)N2CCc3ccccc32)[nH]c1=O	1%	-4%	-4%	0%	-7%	-10%	-2%	13%
CCSc1nnc(NC(=O)C2Cc3ccccc3CN2C(=O)c2ccco2)s1 (configuration not stated)	2%	-3%	-5%	-17%	-17%	6%	-29%	-11%
CCCn1cc(SCC(=O)Nc2nnc(C)s2)c2ccccc21	2%	-4%	-10%	6%	-6%	-1%	-20%	2%
Cc1ccc([N+](=O)[O-])c(OCCCN2C(=O)NC(C)(C)C2=O)c1	10%	8%	9%	-2%	9%	1%	-4%	0%
COc1ccc(C(O)C(CC(=O)NCCCOC(C)C)C(=O)NCCCOC(C)C)cc1OC (configuration not stated)	-2%	3%	-1%	11%	-1%	0%	7%[10 µM]	3%
N#CCCn1c(O)c(N=NC(=O)CNC(=O)c2cccs2)c2ccccc21	0%	-4%[15.4 µM]	2%	0%	-12%	-3%	-14%[10 µM]	6%
O=c1[nH]c(Cn2nnc(-c3ccccc3)n2)nc2scc(-c3ccccc3)c12	-1%	-7%	-12%	11%	-6%	-2%	13%[4.97 µM]	9%
O=C(O)c1ccc(NC(=S)N2CCCCC2)cc1	4%	-2%	-1%	-7%	-1%	3%	1%[10 µM]	-3%
O=[N+]([O-])c1ccccc1/C=C/C=N/n1c(-c2ccco2)n[nH]c1=S	0%	2%	-8%	1%	-2%	-3%	-38%[inhibitor]	2%
Cc1nc2ncnn2c(C)c1Cc1ccc(Cl)cc1	9%	-6%	3%	-3%	-6%	4%	11%	3%
Cc1ccccc1Nc1ncc(C#N)c(N)n1	5%	nt	-1%	6%	-4%	3%	21%[10 µM]	-2%
CN(C)c1ccc(CNc2ncn[nH]2)cc1	-16%	11%	-8%	6%	-8%	-3%	2%[10 µM]	0%
COc1ccc(Cc2ccc(OC)c(N)c2)cc1N	?	-12%	-21%	10%	-15%	5%	4%	3%
COc1cccc(CNC(=O)c2cc3c(s2)-c2c(C)cccc2OC3)c1	-11%[76.3 µM]	nt	?	nt	?	-15%	nt	nt

Screens (PubChem)
